mHTT CaM bind – mHTT-calmodulin interaction abrogation; AlphaScreen His-mHTT/GST-CaM binding, luminescence; inhibition, % at 15 µM; actives 3.6% (n = 190,000);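 further: 0% = both proteins with DMSO and 100% = one protein alone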
Target sequence (P42858 whole entry, looked up, stated change not applied): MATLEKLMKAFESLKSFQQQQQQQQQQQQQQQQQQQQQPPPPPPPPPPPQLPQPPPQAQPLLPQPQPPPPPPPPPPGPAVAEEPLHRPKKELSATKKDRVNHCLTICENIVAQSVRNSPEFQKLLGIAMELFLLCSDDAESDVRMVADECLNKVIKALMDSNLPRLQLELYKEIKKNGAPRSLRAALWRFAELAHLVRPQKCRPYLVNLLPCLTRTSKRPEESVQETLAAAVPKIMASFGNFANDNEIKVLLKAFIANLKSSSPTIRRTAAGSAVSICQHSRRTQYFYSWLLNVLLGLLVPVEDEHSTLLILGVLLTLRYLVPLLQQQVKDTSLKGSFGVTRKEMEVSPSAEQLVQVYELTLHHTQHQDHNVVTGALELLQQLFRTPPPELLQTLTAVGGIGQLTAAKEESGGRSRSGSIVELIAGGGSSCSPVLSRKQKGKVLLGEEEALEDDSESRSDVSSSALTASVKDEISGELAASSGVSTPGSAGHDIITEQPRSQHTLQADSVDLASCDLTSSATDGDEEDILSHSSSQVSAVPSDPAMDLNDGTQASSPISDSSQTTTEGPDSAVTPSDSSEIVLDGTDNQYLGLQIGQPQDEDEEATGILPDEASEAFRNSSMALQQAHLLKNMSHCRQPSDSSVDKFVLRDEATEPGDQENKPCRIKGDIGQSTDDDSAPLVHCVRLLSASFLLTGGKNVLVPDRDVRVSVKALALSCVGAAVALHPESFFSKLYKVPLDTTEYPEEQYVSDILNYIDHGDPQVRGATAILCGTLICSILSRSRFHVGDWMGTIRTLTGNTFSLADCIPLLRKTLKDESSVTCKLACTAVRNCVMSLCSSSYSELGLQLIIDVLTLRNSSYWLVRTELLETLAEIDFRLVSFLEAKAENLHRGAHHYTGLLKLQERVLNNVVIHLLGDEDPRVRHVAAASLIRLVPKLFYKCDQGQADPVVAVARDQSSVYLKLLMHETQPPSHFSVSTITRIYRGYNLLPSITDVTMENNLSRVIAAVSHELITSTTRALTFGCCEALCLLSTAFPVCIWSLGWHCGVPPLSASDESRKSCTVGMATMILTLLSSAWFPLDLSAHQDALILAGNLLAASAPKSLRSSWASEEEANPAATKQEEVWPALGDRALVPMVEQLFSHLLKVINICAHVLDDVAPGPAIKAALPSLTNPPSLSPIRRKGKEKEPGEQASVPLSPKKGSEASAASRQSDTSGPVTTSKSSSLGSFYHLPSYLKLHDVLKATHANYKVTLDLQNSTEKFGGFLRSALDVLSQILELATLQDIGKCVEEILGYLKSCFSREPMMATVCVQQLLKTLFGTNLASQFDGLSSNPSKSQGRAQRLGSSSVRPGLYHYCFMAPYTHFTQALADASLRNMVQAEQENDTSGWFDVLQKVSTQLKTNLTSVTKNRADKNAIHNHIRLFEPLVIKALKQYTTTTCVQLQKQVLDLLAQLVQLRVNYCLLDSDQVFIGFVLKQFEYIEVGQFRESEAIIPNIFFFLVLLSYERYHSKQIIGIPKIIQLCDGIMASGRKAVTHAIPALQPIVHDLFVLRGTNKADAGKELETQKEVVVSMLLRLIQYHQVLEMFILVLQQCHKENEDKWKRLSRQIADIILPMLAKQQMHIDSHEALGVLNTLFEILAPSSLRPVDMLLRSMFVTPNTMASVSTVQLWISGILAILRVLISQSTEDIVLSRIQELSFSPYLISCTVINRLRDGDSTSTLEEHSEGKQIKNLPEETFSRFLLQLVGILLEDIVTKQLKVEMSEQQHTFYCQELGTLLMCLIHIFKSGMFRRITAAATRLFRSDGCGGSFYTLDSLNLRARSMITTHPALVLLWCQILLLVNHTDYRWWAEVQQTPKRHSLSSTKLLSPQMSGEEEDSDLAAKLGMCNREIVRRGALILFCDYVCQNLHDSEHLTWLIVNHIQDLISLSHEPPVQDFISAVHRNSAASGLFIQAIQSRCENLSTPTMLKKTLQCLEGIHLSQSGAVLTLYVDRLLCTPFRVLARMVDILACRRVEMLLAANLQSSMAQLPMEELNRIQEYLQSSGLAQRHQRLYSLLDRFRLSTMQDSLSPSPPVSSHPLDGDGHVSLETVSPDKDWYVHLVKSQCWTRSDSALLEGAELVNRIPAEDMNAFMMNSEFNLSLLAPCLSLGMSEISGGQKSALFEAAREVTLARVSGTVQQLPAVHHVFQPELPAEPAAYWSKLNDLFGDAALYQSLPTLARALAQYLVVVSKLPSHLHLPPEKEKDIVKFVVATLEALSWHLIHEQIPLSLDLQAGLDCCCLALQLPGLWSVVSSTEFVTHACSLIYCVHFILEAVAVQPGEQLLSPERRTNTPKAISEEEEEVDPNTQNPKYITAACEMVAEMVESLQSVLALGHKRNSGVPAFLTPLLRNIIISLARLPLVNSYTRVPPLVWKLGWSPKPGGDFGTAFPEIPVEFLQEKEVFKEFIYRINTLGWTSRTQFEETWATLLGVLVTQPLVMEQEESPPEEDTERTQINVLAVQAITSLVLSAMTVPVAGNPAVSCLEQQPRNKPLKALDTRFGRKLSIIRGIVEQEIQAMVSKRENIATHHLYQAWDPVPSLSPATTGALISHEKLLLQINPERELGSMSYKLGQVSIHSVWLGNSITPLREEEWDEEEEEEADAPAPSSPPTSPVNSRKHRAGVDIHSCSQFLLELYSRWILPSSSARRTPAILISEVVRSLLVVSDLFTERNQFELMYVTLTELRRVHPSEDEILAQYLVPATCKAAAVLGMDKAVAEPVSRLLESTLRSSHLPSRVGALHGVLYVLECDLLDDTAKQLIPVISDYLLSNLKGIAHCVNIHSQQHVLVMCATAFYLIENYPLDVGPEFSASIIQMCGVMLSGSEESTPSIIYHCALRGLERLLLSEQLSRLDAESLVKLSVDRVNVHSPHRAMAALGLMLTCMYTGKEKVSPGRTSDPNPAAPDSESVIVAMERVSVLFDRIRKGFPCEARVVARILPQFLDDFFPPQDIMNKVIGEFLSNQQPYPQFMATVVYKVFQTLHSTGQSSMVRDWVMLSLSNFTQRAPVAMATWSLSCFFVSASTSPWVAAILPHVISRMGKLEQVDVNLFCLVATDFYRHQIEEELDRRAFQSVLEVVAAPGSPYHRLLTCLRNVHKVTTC
Pf apPOL inh – Pf-apPOL DNA polymerase inhibition; actives 0.25% (n = 210,000); AID 1794808; Recombinant Pf-apPOL, molecular beacon fluorescence, 1.5 h; inhibition, % at 10 µM
An asterisk follows results filed as active; i = inactive; . = no result given; & = joins results of further samples. No stated cut-off is given here; in the data, active means inhibition above about 50%; inactive means the rest.

SMILES	mHTT CaM bind	Pf apPOL inh
CCc1cc2c(=O)c(-c3ccc4c(c3)OCCO4)coc2cc1OC	-2&-2	-8&1
CSc1ccc(CNC(=O)C2(n3cccc3)CCCCC2)cc1	-8	-3
CC(=O)Nc1cccnc1-c1ccc(C(=O)Nc2cc(Cl)ccc2C)cc1	11	19
CN1C(=O)c2cc(NS(=O)(=O)Cc3ccccc3F)ccc2Oc2ccccc21	-12	-10
C[C@@H]1COc2cc(F)ccc2S(=O)(=O)N1C	-20	-6
CCNC(=O)Nc1ccccc1NC(=O)c1ccccc1C	-6	2
CC(CCc1ccccc1)NC(=O)c1ccccc1[N+](=O)[O-] (stereo not drawn)	-2	15
O=C(Cc1ccccc1[N+](=O)[O-])Nc1ccccc1-c1ccccc1	-3	-2
CC1=C(C(=O)Nc2cccnc2)C(c2ccc(O)cc2)n2ncnc2N1 (stereo not drawn)	-1	-2
COc1ccc(OC)c(/C=C2/SC(N3CCC(C)CC3)=NC2=O)c1	-1	2
CN(C)c1ccnc(Sc2ccccc2)c1C#N	-6	-9
CCn1c(C2CCN(C(=O)c3ccc(C)cc3C)C2)nc2cccnc21 (stereo not drawn)	1	-5
Cc1ccc(NC(=O)c2ccco2)c(C(=O)c2ccccc2)c1	2	-5
O=C(O)CCC(=O)NCc1ccccc1	0	-3
COc1cccc(CNC(=O)c2cc3c(s2)CCN(C(C)=O)C3)c1OC	6	-1
c1ccc(Cn2cnnc2C2CCCN(Cc3cccs3)C2)cc1 (stereo not drawn)	2	-4
O=C(Nc1cccc([N+](=O)[O-])c1)c1cc(S(=O)(=O)N2CCCC2)c(Cl)cc1Cl	0	-4
CC(C)OC(=O)CCNc1n[nH]c(=O)[nH]c1=O	-6	.
CC(C)CC(=O)Nc1c2c(nn1-c1ccc(F)cc1)CS(=O)(=O)C2	-1	-2
O=S1(=O)CCOCCN1Cc1ccc(Cl)cc1	-4	-5
CCn1c(SCC(N)=O)nc2c(c1=O)C1(CCCC1)Cc1ccccc1-2	15	-8
O=C(COc1ccc(F)cc1)N1CCCC(COc2cccc(C(=O)N3CCCC3)c2)C1 (stereo not drawn)	7	-5
CCOc1ccc(Nc2nc(-c3ccccc3)cs2)cc1	9	-2
O=C(N/N=C/C=N/NC(=O)c1cccs1)c1cccs1	i	.
COCCCNC(=O)c1cc2n(n1)CCCN(Cc1cccc(F)c1)C2=O	-9	-2
CN(C)c1ccc(C(=O)N2CCCC(COc3ccc(C(=O)N4CCCC4)cc3)C2)cc1 (stereo not drawn)	14	-1
CCCN(C)C(=O)c1cc(-c2cccc(C)c2)on1	-16	-4
Cc1cc(F)ccc1NC(=O)c1cnc(-c2ccccc2)nc1-c1ccncc1	-4	-2
NC(Cc1nc2cccnc2n1C1CC1)=NOC(=O)c1ccc(OC(F)(F)F)cc1	.	-4
Cc1ccc(C(=O)N2CCCC2COc2ccc(C(=O)NC3CC3)cc2)cc1C (stereo not drawn)	6	-5
CCCN(Cc1ccc(N(C)C)cc1)CC1CC1	11	-2
CCOc1ccccc1/C=C1\N=C(c2ccccc2C)OC1=O	4	-6
COc1ccc(CN2CCCC2c2cc(C)on2)cc1 (stereo not drawn)	-5	3
CCOc1ccc(CCNc2ccc(C(F)(F)F)cc2[N+](=O)[O-])cc1OCC	11	1
Cc1cccc(NC(=O)c2cc(I)ccc2Cl)c1C	-3	-6
O=C(CN1N=C(c2ccc(Cl)cc2)CCC1=O)NCc1cccnc1	-6	-13
COc1ccc(NC(=O)C2CCCN(c3cnn(C)c(=O)c3)C2)c(OC)c1 (stereo not drawn)	15	-5
CC(=O)c1ccc(-c2cc(C(F)(F)F)ccc2Cl)o1	.	-8
C=CCSC1=C(C#N)C2(CCCC2)C(C#N)C(=O)N1 (stereo not drawn)	-6&-5	-7&-7
COc1ccc(C2CC(c3c(Cl)cccc3Cl)n3nc(N)nc3N2)cc1 (stereo not drawn)	5	-2
O=C(c1ccccc1)c1ccc(OC(=O)N2CCCCC2)cc1	-11	-6
COc1ccc2c(c1)OC(=Cc1cccc(OC)c1OC)C2=O	5	2
O=C(c1cc(-c2ccc3c(c2)OCO3)on1)N1CCCCCCC1	-3	-4
CC(C)(C)c1ccc(OCCCC(=O)Nc2ncn[nH]2)cc1	12	-7
CCOCCCNC(=O)CSc1nc2nc(C)c(Cc3cccc(C)c3)c(C)n2n1	13	4
CC(C)N1Cc2cc(C(=O)N3CCSCC3)sc2C1	-10	4
CCOC(=O)C1CSCCS(=O)(=O)N1Cc1cccc(F)c1 (stereo not drawn)	6	-4
CCc1ccc(OCCCC(=O)Nc2ccc(S(N)(=O)=O)cc2)cc1	15	-8
COc1ccc(C(C#N)=Cc2cn[nH]c2)cc1	.	-21
Cc1cccc(NC(=O)c2cccc(NC(=O)c3ccco3)c2)c1C	1	-8
Cc1cccc(N2CC(C(=O)NCC3CCCO3)CC2=O)c1 (stereo not drawn)	-5	-2
CCN(Cc1cc(OC)c(OC)c(OC)c1)S(=O)(=O)c1cc(Cl)c(Cl)cc1Cl	.	0
Fc1ccc(C2=NCCC(c3ccccc3)O2)cc1 (stereo not drawn)	51*	-10
O=C1CC2(CCCc3ccccc32)C(=O)N1CN1CCOCC1 (stereo not drawn)	.	-5
COc1ccc(N2CSCc3nc4ccccc4n3C2)cc1	.	-28
O=C(O)CCc1cccs1	.	4
Cc1cc(C(=O)Nc2nnc(SCC(=O)NCC3CCCO3)s2)c(C)o1 (stereo not drawn)	-1	-4
O=[N+]([O-])/C(C(Cl)=C(Cl)Cl)=C(\Sc1ccc(Cl)cc1)N1CCOCC1	11	-3
CC(C)Oc1ccc(NC(=O)c2ccc(Cl)cc2Cl)cc1	-1	-5
Cc1cccc(N2CCN(CN3C(=O)C(=O)c4ccccc43)CC2)c1	-1	-4
(next part)
SMILES	mHTT CaM bind	Pf apPOL inh
Cc1ccccc1C(=O)Nc1cccc(-c2nc3ncccc3o2)c1	19	0
CC(=O)N1c2ccc(S(=O)(=O)N3CCc4ccccc4C3)cc2CC1C (stereo not drawn)	27	3
CN1CCN(c2ccc(/C=C(\C#N)c3nn(CCO)c(N)c3C#N)cc2[N+](=O)[O-])CC1	21	1
CCN(CC)c1ncnc2c1sc1nc(N3CCOCC3)c3c(c12)CC(C)(C)OC3	4	-1
O=C(NC1CC2CC1N(C(=O)c1ccc3ncccc3c1)C2)c1ccccc1 (stereo not drawn)	0	-12
Cc1ccc(NC(=O)c2cc(NC(=O)c3ccco3)ccc2Cl)cc1Cl	14	1
O=C(Nc1c2c(nn1-c1ccc(F)cc1)CSC2)c1c(F)cccc1Cl	33	-6
O=C(O)CSCC(=O)N1CCN(Cc2c(F)cccc2Cl)CC1	.	0
CC(CCc1ccccc1)C(=O)NO (stereo not drawn)	0	-22
O=C(Nc1cccnc1N1CCC(CN2CCCCC2)CC1)c1ccc(F)cc1F	11	-8
O=C(NCCc1ccccc1)C1CCN(c2ncnc3c2nc2n3CCCCC2)CC1	4	-7
CCN(CC)C(=S)Oc1c(C)c(C)nc(=S)n1CCCOC	.	-4
Cc1ccc2c(c1)N(Cc1cccc(C(=O)N3CCOCC3)c1)C(=O)CO2	3	-5
CC1(C)CC(CCN)(c2ccc(F)cc2)CCO1 (stereo not drawn)	2&-8	-3&-13
Cc1cccc(C(C)C)c1NC(=O)C(C)(C)C	-8	-6
c1ccc(-c2csc(NCc3ccco3)n2)cc1	24	-9
O=C(Nc1cccc(O)c1)C(Cc1ccc([N+](=O)[O-])cc1)N1C(=O)c2ccccc2C1=O (stereo not drawn)	14	10
COc1ccc(C2C3=C(CC(C)(C)CC3=O)Nc3[nH]c(=O)[nH]c(=O)c32)cc1OC (stereo not drawn)	-7	-9
Cc1nc(-c2cnccn2)nc2c1CCC(=O)N2C1CC1	-8	1
CC(C)NC(=O)c1ccc(OCC2CCCN(C(=O)c3cccs3)C2)cc1 (stereo not drawn)	16	-1
Cc1ccc(C2CC(C(F)(F)F)n3nc(C(=O)Nc4ccc(C(C)O)cc4)cc3N2)cc1 (stereo not drawn)	33	1
CCn1cc2c3c(cccc31)CN(C(=O)COc1ccccc1)CC2	75*	-8
CCc1nc(C)nc(N2CCN(C(=O)C3CC3)CC2)c1Cc1ccc(C)cc1	23	1
CCCNC(=O)C1CCCN(c2cnc3nccnc3c2)C1 (stereo not drawn)	-1	2
COc1cc(OC)c2ccc(=O)oc2c1C(CCN1CCCC(C)C1)c1ccc2c(c1)OCO2 (stereo not drawn)	17	-8
Cc1ccc(N2C(=O)CC(N3CCN(c4ccc(Cl)cc4)CC3)C2=O)cc1Cl (stereo not drawn)	2	0
CC1=C(C(=O)Nc2cccc(C)c2C)C2(CCCCCC2)OC1=O	-6	-3
Nc1nc(SCc2ccc(C(=O)NCCCO)cc2)nc2sc3c(c12)CCC3	17	-2
Cc1nnc(N=Cc2cc(Br)cc(Br)c2O)s1	-7	-6
COCCCNC(=O)c1nn(-c2ccc(OC)cc2OC)c(=O)c2ccccc12	-10	-5
c1ccc(OCCSc2nnc3sc4ccccc4n23)cc1	-7	4
CC(=O)C(C(=N)N1CCOCC1)=C(C)O	-6	-2
Cc1cc(N(C)N)n2c(nc3cc(F)c(F)cc32)c1C#N	-3	.
CNC(=O)NNC(=O)Cn1nnc(N2CCCC2)n1	.	-8&0
O=C(COc1ccccc1)NCc1nnc2n1CCCC2	-10	-4
O=C(N1CCCCC1)N1CCN(S(=O)(=O)c2ccc(F)cc2)CC1	0	-2
O=[N+]([O-])c1cccnc1NC1CCN(Cc2ccccc2)CC1	.	-4
CSc1ccc(/C=C2/C(=O)N(c3ccc(Cl)c(C(=O)O)c3)N=C2C)cc1	-2	10
Cc1oc(C2CCN(C(=O)c3cccc(F)c3)CC2)nc1C(=O)N(C)C	-5	-4
Cc1c(C(=O)Nc2ccccc2Cl)oc2ccc(S(=O)(=O)N3CCCC3)cc12	4	-15
CCc1ccc(C(=O)N2CCCC(COc3ccc(C(=O)N4CCCC4)cc3)C2)cc1 (stereo not drawn)	15	-2

In the list so far, these contain fluorine:
SMILES	mHTT CaM bind	Pf apPOL inh
CN1C(=O)c2cc(NS(=O)(=O)Cc3ccccc3F)ccc2Oc2ccccc21	-12	-10
C[C@@H]1COc2cc(F)ccc2S(=O)(=O)N1C	-20	-6
CC(C)CC(=O)Nc1c2c(nn1-c1ccc(F)cc1)CS(=O)(=O)C2	-1	-2
O=C(COc1ccc(F)cc1)N1CCCC(COc2cccc(C(=O)N3CCCC3)c2)C1 (stereo not drawn)	7	-5
COCCCNC(=O)c1cc2n(n1)CCCN(Cc1cccc(F)c1)C2=O	-9	-2
Cc1cc(F)ccc1NC(=O)c1cnc(-c2ccccc2)nc1-c1ccncc1	-4	-2
NC(Cc1nc2cccnc2n1C1CC1)=NOC(=O)c1ccc(OC(F)(F)F)cc1	.	-4
CCOc1ccc(CCNc2ccc(C(F)(F)F)cc2[N+](=O)[O-])cc1OCC	11	1
CC(=O)c1ccc(-c2cc(C(F)(F)F)ccc2Cl)o1	.	-8
CCOC(=O)C1CSCCS(=O)(=O)N1Cc1cccc(F)c1 (stereo not drawn)	6	-4
Fc1ccc(C2=NCCC(c3ccccc3)O2)cc1 (stereo not drawn)	51*	-10
O=C(Nc1c2c(nn1-c1ccc(F)cc1)CSC2)c1c(F)cccc1Cl	33	-6
O=C(O)CSCC(=O)N1CCN(Cc2c(F)cccc2Cl)CC1	.	0
O=C(Nc1cccnc1N1CCC(CN2CCCCC2)CC1)c1ccc(F)cc1F	11	-8
CC1(C)CC(CCN)(c2ccc(F)cc2)CCO1 (stereo not drawn)	2&-8	-3&-13
Cc1ccc(C2CC(C(F)(F)F)n3nc(C(=O)Nc4ccc(C(C)O)cc4)cc3N2)cc1 (stereo not drawn)	33	1
Cc1cc(N(C)N)n2c(nc3cc(F)c(F)cc32)c1C#N	-3	.
O=C(N1CCCCC1)N1CCN(S(=O)(=O)c2ccc(F)cc2)CC1	0	-2
Cc1oc(C2CCN(C(=O)c3cccc(F)c3)CC2)nc1C(=O)N(C)C	-5	-4

From PubChem BioAssay
